High-throughput results (PubChem)
hIAP inh – blocks human intestinal alkaline phosphatase | inhibition, % at 10 µM | purified IAP, CDP-Star luminescence, 30 min | AID 2544 | actives 0.12% (n = 330,000);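 active = inhibition reaching a set limit with compound at 10 µM in the primary screen, cut at about 35% in these data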;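 note: plate controls were DMSO wells with enzyme for no effect and no-enzyme buffer wells for full effect; values of inactives mirror those of a sister screen read the other way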
mIAP activ – increases mouse intestinal alkaline phosphatase activity | AID 2805 | muIAP, CDP-Star luminescence, 30 min; hits give high values; 1 = vehicle-only enzyme signal, 0 = enzyme-free wells | activation factor at 10 µM | actives 0.24% (n = 330,000);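 active = activation factor of at least 2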; note: the source names both 10 and 20 µM as test concentration; values of inactives mirror those of a sister screen read the other way
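Assay system: mouse IAP enzyme; reagent: chemiluminescent substrate CDP-Star; dosing: test compounds delivered from DMSO solution; schedule: 30 min at room temperature; measured by: luminescence from enzymatic CDP-Star hydrolysis; controls: DMSO-only wells and no-enzyme negative control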
hIAP activ – increases human intestinal alkaline phosphatase activity; P09923; purified human IAP, CDP-Star luminescence, 30 min; hits give high values; 1 = vehicle-only enzyme, 0 = enzyme-free background; activation factor at 10 µM; actives 0.16% (n = 330,000); AID 2524;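 active = activation factor of the enzyme at least 2-fold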; note: the source names both 10 and 20 µM as test concentration; values of inactives mirror those of a sister screen read the other way
ATG4B inh – blocks human ATG4B protease cleavage of LC3 substrate. Q9Y4P1. ATG4B cleavage of LC3-PLA2, NBD-HPC fluorescence, 1 h. inhibition, % at 8.33 µM. actives 0.51% (n = 340,000). AID 504462; in the data active = inhibition above about 40%
mIAP inh – blocks mouse intestinal alkaline phosphatase | purified mouse IAP, CDP-Star luminescence, 30 min | inhibition, % at 10 µM | actives 0.2% (n = 330,000) | AID 2806;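 active = inhibition of at least 40% at 10 µM in the primary screen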;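 note: plate controls were DMSO with enzyme for no effect and no enzyme wells for full effect; values of inactives mirror those of a sister screen read the other way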
PfGluPho inh – PfG6PD (Plasmodium falciparum) enzyme inhibition; actives 0.78% (n = 350,000); inhibition, % at 20 µM; PfGluPho enzyme, NADPH resazurin-diaphorase fluorescence;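 active = inhibition reaching at least a set limit at 20 µM in the primary screen, cut at about 59% in these data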;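 note: 0% = DMSO wells with substrate and 100% = DMSO wells lacking glucose-6-phosphate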
A3A deaminase – human APOBEC3A DNA deaminase inhibition; actives 0.41% (n = 330,000); recombinant A3A, FAM/TAMRA ssDNA deamination fluorescence; P31941; inhibition, % at 20 µM;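 active = at least 40% inhibition at 20 µM here, with at most 30% in a related deaminase screen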;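 note: plate controls were A3A with DMSO for no effect and wells lacking A3A enzyme for full effect; some results filed as inactive read as strong as hits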
HKDC1 inhibitor – inhibitors of human hexokinase HKDC1 | Q2TB90 | actives 0.16% (n = 340,000) | recombinant HKDC1, G6PDH/diaphorase resazurin coupled fluorescence | inhibition, % at 20 µM;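 active = inhibition above about 35% when tested at 20 µM, limit read from the data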;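 note: plate controls were DMSO wells with enzyme for no effect and DMSO wells lacking enzyme for full effect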
Target sequence (Q2TB90 whole entry, looked up): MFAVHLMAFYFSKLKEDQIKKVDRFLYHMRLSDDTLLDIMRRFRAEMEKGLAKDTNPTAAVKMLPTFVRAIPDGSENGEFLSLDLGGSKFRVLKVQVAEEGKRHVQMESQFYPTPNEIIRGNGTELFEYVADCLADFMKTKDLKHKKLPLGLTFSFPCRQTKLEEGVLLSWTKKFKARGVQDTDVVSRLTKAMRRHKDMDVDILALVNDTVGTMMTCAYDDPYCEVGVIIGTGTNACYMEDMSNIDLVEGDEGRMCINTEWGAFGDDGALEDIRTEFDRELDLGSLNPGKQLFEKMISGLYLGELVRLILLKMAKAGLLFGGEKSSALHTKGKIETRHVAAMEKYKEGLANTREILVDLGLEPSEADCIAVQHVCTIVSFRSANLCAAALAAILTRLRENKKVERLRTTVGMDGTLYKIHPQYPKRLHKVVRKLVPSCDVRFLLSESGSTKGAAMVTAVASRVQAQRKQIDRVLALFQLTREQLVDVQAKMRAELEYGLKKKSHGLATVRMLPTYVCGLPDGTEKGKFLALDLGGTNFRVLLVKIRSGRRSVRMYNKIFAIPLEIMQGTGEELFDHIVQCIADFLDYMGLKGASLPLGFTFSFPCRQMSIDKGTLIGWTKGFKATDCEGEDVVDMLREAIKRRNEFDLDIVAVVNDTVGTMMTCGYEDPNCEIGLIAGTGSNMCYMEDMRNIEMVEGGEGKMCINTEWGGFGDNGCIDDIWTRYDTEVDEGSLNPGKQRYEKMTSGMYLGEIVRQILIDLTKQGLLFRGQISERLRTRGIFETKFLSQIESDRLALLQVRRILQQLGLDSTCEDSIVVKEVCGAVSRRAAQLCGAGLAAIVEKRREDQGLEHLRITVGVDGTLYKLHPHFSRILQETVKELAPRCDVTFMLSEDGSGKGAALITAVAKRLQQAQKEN
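Assay system: recombinant HKDC1 hexokinase; detection: coupled resazurin fluorescence, excitation 525 nm, emission 613 nm; benchmarks: DMSO-plus-enzyme-mix negative control, buffer-substituted positive control; compound dosing: single 20 µM dose; schedule: 90 min at room temperature in dark; also added: glucose plus 1 mM ATP as hexokinase substrates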
* hit, by the source's call.

Each structure is followed by: hIAP inh	mIAP activ	hIAP activ	ATG4B inh	mIAP inh	PfGluPho inh	A3A deaminase	HKDC1 inhibitor
1: Cc1cc(OCC(=O)Nc2ccc(S(=O)(=O)NC3=NCCCCC3)cc2)c(C(C)C)cc1Cl
    6	1.3	0.94	48*	-29	9	0	-3
2: CCOC(=O)c1[nH]c(C)c(C(=O)N(CC)CC)c1C
    2	0.96	0.98	-4	4	1	-3	-5
3: O=S(=O)(Nc1ncccn1)c1ccc(NC(=S)NCc2cccnc2)cc1
    0	0.96	1	-10	4	-12	-3	1
4: CCc1c(C)nc2cc(-c3ccc(OC)c(OC)c3)nn2c1N1CCC(C)CC1
    0	1	1	-9	-2	25	-5	-6
5: COC(=O)c1[nH]c2ccc(C)cc2c1NC(=O)CN1CCCc2ccccc21
    -15	1.1	1.1	-12	-10	24	6	-14
6: Cc1ccc(C(=O)N2CCNC(=O)C2CC(=O)Nc2ccccc2)cc1 (stereo not given)
    -3	0.93	1	-6	7	2	2	-3
7: O=c1ccc(-c2ccc(S(=O)(=O)Nc3ccc(F)cc3)o2)n[nH]1
    12	0.99	0.88	0	1	-10	-3	-1
8: O=C(Cc1ccc(O)cc1)NC1CCCCCC1
    -11	1.1	1.1	-6	-6	-5	0	-6
9: O=C(CSc1nccn(-c2ccc(F)c(Cl)c2)c1=O)NC1CCCC1
    -6	0.78	1.1	-15	22	28	2	-5
10: CCC1CN(C)C2Cc3c([nH]c4ccccc34)C(=O)CC1C2C(=O)OC (stereo not given)
    -6	0.97	1.1	-4	3	-21	-1	2
11: O=C(NC1CCS(=O)(=O)C1)c1ccc(S(=O)(=O)N2CCCC2)cc1 (stereo not given)
    -4	0.95	1	7	4	-15	2	-4
12: CCOc1cc(C(=O)Nc2cc(C(=O)OC)ccc2C)ccc1OCC(=O)N1CCOCC1
    6	1.1	0.94	-4	-7	-17	3	-5
13: Cc1nc(-c2ccc(NC(=O)c3ccco3)cc2)cs1
    -44	0.99	1.4	-4	1	-3	-4	-2
14: C[C@H](CO)N1C[C@H](C)[C@@H](CN(C)Cc2ccc(-c3ccccc3)cc2)Oc2ccc(NC(=O)Cn3cnnn3)cc2C1=O
    13	1.1	0.87	-7	-6	-4	-4	0
15: c1ccc(Cc2ccc(OCCn3ccnc3)cc2)cc1
    -16	0.97	1.2	0	3	0	-9	3
16: CCOC(=O)C1(CCCc2ccccc2)CCN(C(=O)CCN2CCCCC2=O)CC1
    4	0.83	0.96	-5	17	-6	-2	-9
17: CN1C(C(=O)NCC2CC2)CC2Cn3c(nc4cc5ccccc5cc43)C21 (stereo not given)
    14	1.1	0.86	-1	-8	-7	1	-1
18: O=C(CCn1c(=O)sc2ccccc21)Nc1cccnc1
    -7	1.1	1.1	5	-6	-3	-3	-6
19: O=C(CCc1ccc(S(=O)(=O)NCc2ccccc2)cc1)N1CCN(Cc2ccc3c(c2)OCO3)CC1
    0	0.96	0.99	-2	4	3	6	-8
20: N/C(COc1ncn(-c2ccccc2)n1)=N\S(=O)(=O)c1ccc(Cl)cc1Cl
    -13	0.99	1.1	-11	1	16	-2	-8
21: N#Cc1ccsc1NC(=O)C1=COCCO1
    16	0.82	0.84	-3	18	-3	-1	2
22: O=C(NCc1cn(-c2ccccc2)nc1-c1ccccc1)c1ccc([N+](=O)[O-])cc1
    10	0.95	0.9	-10	5	12	1	-12
23: O=C(CN1c2ccccc2Sc2ccccc21)N/N=C/c1ccc(Cl)cc1
    3	0.87	0.97	-2	13	24	-2	-2
24: CC(C)CN1CC(=O)N2C(c3ccccc3)c3[nH]c4ccccc4c3C[C@H]2C1=O (stereo not given in full)
    -17	1.1	1.2	2	-7	-16	-2	5
25: COc1cc2c(cc1OC)CN(C(=O)c1ccc(OC)c(S(=O)(=O)N3CCOCC3)c1)CC2
    -2	1	1	-5	-4	5	-1	-4
26: NC(=O)C1CCCN(C(=O)c2cccc(S(=O)(=O)N(Cc3ccccc3)c3ccccc3)c2)C1 (stereo not given)
    4	0.93	0.96	-7	7	-14	4	3
27: CCOC(=O)N1CCN(C(=O)CS(=O)(=O)Cc2nc(-c3ccccc3C)oc2C)CC1
    10	1	0.9	-3	-2	3	1	-6
28: NS(=O)(=O)c1ccc(CCNC(=O)c2ccc(Cl)c(S(=O)(=O)N3CCCCC3)c2)cc1
    -10	0.85	1.1	-13	14	3	-3	-1
29: COc1ccc(C(CCN(Cc2ccc(OC)c(OC)c2)C(=O)CCl)c2ccccc2)cc1 (stereo not given)
    -15	1.1	1.1	0	-8	-18	1	35*
30: O=S(=O)(NCc1ccc(Cl)cc1Cl)c1ccc(N2CCOCC2)nc1
    -8	1.1	1.1	-12	-8	12	-5	-3

The last 7 entries of the part above are carried over, then new ones follow.
Each structure is followed by: hIAP inh	mIAP activ	hIAP activ	ATG4B inh	mIAP inh	PfGluPho inh	A3A deaminase	HKDC1 inhibitor
24: CC(C)CN1CC(=O)N2C(c3ccccc3)c3[nH]c4ccccc4c3C[C@H]2C1=O (stereo not given in full)
    -17	1.1	1.2	2	-7	-16	-2	5
25: COc1cc2c(cc1OC)CN(C(=O)c1ccc(OC)c(S(=O)(=O)N3CCOCC3)c1)CC2
    -2	1	1	-5	-4	5	-1	-4
26: NC(=O)C1CCCN(C(=O)c2cccc(S(=O)(=O)N(Cc3ccccc3)c3ccccc3)c2)C1 (stereo not given)
    4	0.93	0.96	-7	7	-14	4	3
27: CCOC(=O)N1CCN(C(=O)CS(=O)(=O)Cc2nc(-c3ccccc3C)oc2C)CC1
    10	1	0.9	-3	-2	3	1	-6
28: NS(=O)(=O)c1ccc(CCNC(=O)c2ccc(Cl)c(S(=O)(=O)N3CCCCC3)c2)cc1
    -10	0.85	1.1	-13	14	3	-3	-1
29: COc1ccc(C(CCN(Cc2ccc(OC)c(OC)c2)C(=O)CCl)c2ccccc2)cc1 (stereo not given)
    -15	1.1	1.1	0	-8	-18	1	35*
30: O=S(=O)(NCc1ccc(Cl)cc1Cl)c1ccc(N2CCOCC2)nc1
    -8	1.1	1.1	-12	-8	12	-5	-3
31: Cn1c(N/N=C/c2cc3ccccc3nc2Cl)nc2ccccc21
    -4	0.96	1	-10	4	5	5	-9
32: CCCc1cc(=O)oc2c3c(cc(OCC(=O)N4CCC[C@H]4C(=O)O)c12)OC(C)(C)CC3
    0	1	1	-11	-4	2	1	0
33: COc1cc(C(=O)NCCN2C(=O)S/C(=C\c3ccc(F)cc3)C2=O)ccc1OCC(=O)N1CCOCC1
    -1	1.1	1	-6	-11	11	-1	3
34: c1ccc(COc2ccc(OCCCCN3CCCCC3)cc2)cc1
    2	1.1	0.98	2	-6	-18	-9	8
35: O=C1c2cc(S(=O)(=O)NCCO)ccc2-c2ccc(S(=O)(=O)NCCO)cc21
    0	1	1	-10	-3	-7	-4	-5
36: O=C(O)CSCC(=O)Nc1ccc(C2CCCCC2)cc1
    12	1	0.89	5	-1	-29	2	1
37: Cc1ccc(C)c(Cn2cnc3c(cnn3C(C)(C)C)c2=O)c1
    -4	0.97	1	25	3	-11	1	-3
38: CC(=O)c1ccccc1NC(=O)c1cc(S(=O)(=O)N2CCOCC2)ccc1N1CCCC1
    14	0.93	0.86	-8	7	4	-5	-4
39: CCc1nc2sc3c(Cl)ncnc3c2c2c1CCCC2
    3	0.89	0.97	-9	12	-2	1	-5
40: Cc1ccc(CNS(=O)(=O)NCc2ccccc2F)cc1
    11	1	0.89	-4	0	-11	6	-6
41: NS(=O)(=O)c1ccc(CNC(=O)NC23CC4CC(CC(C4)C2)C3)cc1
    -4	1	1	-13	-4	-3	0	-11
42: COCCNC(=O)CN(C(=O)CCC(=O)Nc1nccs1)c1ccc2c(c1)OCO2
    -15	1	1.1	-2	-2	10	-3	-1
43: Cc1ccc(Cn2c(C(CO)Nc3nc(-c4ccc(Cl)c([N+](=O)[O-])c4)cs3)nc3ccccc32)cc1 (stereo not given)
    -3	0.88	1	-4	12	25	0	4
44: O=C(CSc1nnc(-c2ccccc2)o1)c1nnc(-c2ccccc2)o1
    15	0.79	0.85	-10	22	-15	3	7
45: O=C(Cn1[nH]c(=O)c2ccccc2c1=O)Nc1ccc2c(c1)CCC2
    2	1	0.98	-22	-5	21	3	3
46: CCOC(=O)c1cccc(NC(=O)C2(S(=O)(=O)c3ccc(C)cc3)CC2)c1
    -14	0.93	1.1	10	7	-4	3	-1
47: CCN(CC)CCOc1ccc(/C(=C(\Cl)c2ccccc2)c2ccccc2)cc1
    -2	1	1	6	-1	3	-6	4
48: COc1ccc(OC)c(NC(=O)CSc2nncc3ccc(OC)c(OC)c23)c1
    -6	1.1	1.1	-2	-10	8	-2	6
49: Cc1cccc(C(=O)N2CCCC(CCC(=O)N3CCN(c4ccccn4)CC3)C2)c1C (stereo not given)
    -18	1	1.2	-3	0	-12	-7	1
50: CCCc1c(C(=O)OCC)sc(N)c1C#N
    14	0.96	0.86	-1	4	25	2	-10
51: Cc1ccc(OCC(=O)Nc2c3c(nn2C(C)(C)C)CS(=O)(=O)C3)cc1
    -53	1	1.5	-1	-3	19	-2	9
52: CCCc1cc(N2CCOCC2)n2ncc(-c3ccccc3)c2n1
    4	0.97	0.96	-2	3	2	-5	-3
53: O=C1c2ccccc2C(Nc2cccnc2)N1Cc1ccccc1Cl (stereo not given)
    5	1.1	0.95	5	-11	-12	-5	-2
54: O=C(/C=C/c1ccc(F)cc1)NCCCN1CCN(CCCNC(=O)/C=C/c2ccc(F)cc2)CC1
    3	1	0.97	-12	-1	-5	1	-10
55: CCSc1nc2c(c(=O)[nH]1)C(c1cccnc1)C(C(=O)OC(C)C)=C(C)N2 (stereo not given)
    9	1	0.91	8	0	-18	-2	-3
56: Cc1ccc2c(c1)N(S(=O)(=O)c1ccc3c(c1)NC(=O)CC(=O)N3)CCO2
    0	1	1	-2	0	17	3	-5
57: COCC(=O)N1CCC(Oc2ccc(C(=O)N(C)C3CCCCC3)cc2)CC1
    -21	0.92	1.2	14	8	-5	-3	-9
